Screening results deposited in PubChem BioAssay by National Center for Advancing Translational Sciences (NCATS).
Coupling enz: coupling enzyme interference in Giardia aldolase counter-screen; activity change, negative = inhibition, % at 58.2 µM, hits read low; hit rate 0.67% among 290,000; coupling enzyme system counterscreen, AmpLite Red fluorescence; in the data active = activity change below about -30%; note: % is set by controls: 0 for no effect and ±100 for the full control effect
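Coupling enzymes only (glyceraldehyde-3-phosphate) + compound, at 57.5 uM final, 10 min RT; add substrate/coupling/AmpLite Red mix, 20 min RT; fluorescence ex 525/em 598 nm. Actives flag coupling-system interference.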
S-ASM inh: blocks human secretory acid sphingomyelinase | P17405 | placental ASM, HMU-PC fluorogenic substrate, 60 min | Potency, µM (series often up to 57.5 µM), for inactives: top-dose activity change, negative = inhibition, hits mostly inhibitors | hit rate 0.006% among 340,000 | AID 504937; note: potency is the fitted concentration of half-maximal effect
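Human placenta-derived ASM enzyme was preincubated with compound for 10 minutes at room temperature, then given fluorogenic substrate HMU-PC0 (9 uM final) for 60 minutes at 37 °C; a pH 10 stop preceded fluorescence reading at Ex 386/Em 447 nm.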
Integrin act MD: integrin-mediated muscular dystrophy alleviation activation; alpha7betagal myoblasts, beta-gal FDG fluorescence, 48 h; Potency, µM (top dose mostly 38.3 µM), for the others: at the top dose activation, actives largely listed as activators; hit rate 0.064% among 350,000; AID 624291;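 note: potency is the fitted concentration of half-maximal effect; 100% = response of the positive control SU9516; nearly all actives have a fitted effect of over 60% in size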
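alpha7betagal+/- myoblasts (passage 13, 250/well) treated 48 h at 37C with compounds at 1:260 dilution of DMSO stock. Lysed, then beta-galactosidase activity read as FDG fluorescence (ex 480/em 540) after 30 min, with pre-read for autofluorescence.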
KCNH2 3.1 inh: KCNH2 3.1 (human) potassium channel inhibition. U2OS KCNH2 3.1, thallium flux FluxOr; hits give low values. activity change, % (tested at about 1.8 µM). hit rate 0.95% among 340,000;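 active = maximum activity change below -70%; inconclusive = maximum activity change from -70% to -50%; inactive = maximum activity change above -50%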;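 note: thallium influx rate constant from kinetic fluorescence after stimulation buffer; % is set by controls: 0 for no effect and ±100 for the full control effect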
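Virally transduced U2OS (3.1 isoform, 4 h infection in dark at RT) → overnight 37 C → FluxOr + Red40 in HBSS/HEPES, 45 min → stimulation buffer, 2 min kinetic read → rate constant vs DMSO controls.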
hERG WT inh: KCNH2 (human, wildtype) channel inhibition. activity change, % at 1.84 µM. U2OS, BacMam KCNH2, thallium flux FluxOr; hits give low values. hit rate 0.37% among 340,000. Q12809. AID 720551;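 active = maximum activity change below -70%; inconclusive = maximum activity change between -70% and -50%; inactive = maximum activity change above -50%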; note: % is set by controls: 0 for no effect and ±100 for the full control effect
Target sequence (Q12809 whole entry, looked up): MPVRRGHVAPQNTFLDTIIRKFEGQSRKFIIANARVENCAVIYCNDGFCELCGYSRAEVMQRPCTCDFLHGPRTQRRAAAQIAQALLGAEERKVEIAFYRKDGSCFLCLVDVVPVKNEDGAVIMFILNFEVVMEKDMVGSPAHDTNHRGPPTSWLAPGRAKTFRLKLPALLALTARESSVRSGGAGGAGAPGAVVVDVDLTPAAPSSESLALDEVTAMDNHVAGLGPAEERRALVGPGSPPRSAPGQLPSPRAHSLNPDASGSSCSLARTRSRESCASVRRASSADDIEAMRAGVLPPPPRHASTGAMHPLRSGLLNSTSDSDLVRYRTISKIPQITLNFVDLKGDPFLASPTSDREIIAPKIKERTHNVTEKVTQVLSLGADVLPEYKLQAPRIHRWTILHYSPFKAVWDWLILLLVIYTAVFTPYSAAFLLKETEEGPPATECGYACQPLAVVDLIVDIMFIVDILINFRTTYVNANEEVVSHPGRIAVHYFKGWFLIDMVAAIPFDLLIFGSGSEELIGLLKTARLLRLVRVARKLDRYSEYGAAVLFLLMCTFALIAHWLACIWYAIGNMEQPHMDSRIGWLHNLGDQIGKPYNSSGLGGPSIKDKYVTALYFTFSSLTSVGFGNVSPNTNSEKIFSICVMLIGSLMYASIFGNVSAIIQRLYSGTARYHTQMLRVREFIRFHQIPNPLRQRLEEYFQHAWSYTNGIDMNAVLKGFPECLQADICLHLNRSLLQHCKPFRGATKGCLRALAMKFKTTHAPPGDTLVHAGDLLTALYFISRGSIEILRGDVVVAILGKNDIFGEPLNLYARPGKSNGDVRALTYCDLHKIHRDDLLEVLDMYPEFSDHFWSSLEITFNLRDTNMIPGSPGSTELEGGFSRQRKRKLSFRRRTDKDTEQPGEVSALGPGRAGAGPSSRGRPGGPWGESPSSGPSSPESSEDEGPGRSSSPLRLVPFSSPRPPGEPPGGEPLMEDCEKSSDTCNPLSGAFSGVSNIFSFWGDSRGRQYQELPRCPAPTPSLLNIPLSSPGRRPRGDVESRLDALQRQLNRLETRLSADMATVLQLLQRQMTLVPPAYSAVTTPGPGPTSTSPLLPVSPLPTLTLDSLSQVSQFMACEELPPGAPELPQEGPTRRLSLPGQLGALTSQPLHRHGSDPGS
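U2OS cells transduced with wild-type KCNH2 virus are loaded with FluxOr dye for 45 min, and thallium flux is measured in kinetic reads before and after stimulation buffer. Rate constants are normalized to DMSO controls.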
TRPV1 agonist: human TRPV1 agonism. Q8NER1. TRPV1-expressing cells, Fluo-8 calcium influx, agonist mode. activation, % at 8.33 µM. hit rate 0.19% among 320,000. AID 540275; in the data active = activation above about 80%; inconclusive = between about 30% and that limit; note: 0% is about no effect
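TRPV1-expressing cells were cultured overnight at 35.5C and loaded with Fluo-8 calcium dye for 40 to 90 min at room temperature. After a 10 s baseline, compound was added and calcium influx was read kinetically for 3 min (ex 480/em 520 nm).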
GALK inh: blocks human galactokinase activity | hit rate 0.007% among 270,000 | P51570 | Purified GALK, Kinase-Glo residual ATP luminescence | Potency, µM (highest dose often 57.5 µM), for the others: at the highest dose activity change, negative = inhibition, usual class: inhibitors; note: potency is the fitted concentration of half-maximal effect; % is set by controls: 0 for no effect and ±100 for the full control effect
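Compounds were pin-transferred into ATP buffer (35 uM final), then GALK plus galactose (5 nM, 100 uM final) was added. After 1 h at room temperature, Kinase-Glo Plus was added and luminescence read after 10 min.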
CXXC DNA block: MLL CXXC-DNA interaction inhibition. Q03164. MLL-CXXC / FITC-HOXA9 DNA fluorescence polarization. Potency, µM (top dose mostly 115 µM), without a hit: at the highest dose activity change, negative = inhibition, most hits filed as inhibitors. hit rate 0.037% among 290,000. AID 2662; active = well fitted inhibition curve with a large enough effect in the polarisation, with a control signal flat, not every such curve was filed as active; inconclusive = small, poorly fitted or top-dose-only effect, or effect the other way, or a change in a side signal; inactive = no such curve, though single readings can be large or run the other way; the % refers to the polarisation; note: potency is the fitted concentration of half-maximal effect
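Purified MLL-CXXC (added from a 7 uM solution) was preincubated 5 min at ambient with pinned compounds in 50 mM Tris-HCl pH 7.5, 50 mM NaCl, 1 mM DTT, 0.05% BSA. Fluorescein-labeled HOX-A9 DNA (50 nM solution) followed, 30 min, then polarization read.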
AT treatment: potential ataxia-telangiectasia treatments restoring KAP-1 phosphorylation | […] A-T fibroblasts, KAP-1 phosphorylation AlphaLISA; neocarzinostatin DNA damage 30 min before lysis | Potency, µM (highest dose often 57.5 µM), for inactives: at the top dose activation, actives largely listed as activators | hit rate 0.19% among 320,000 | AID 485349; note: potency is the fitted concentration of half-maximal effect; % of control where 0% means no effect; nearly all actives have a fitted effect of over 45% in size
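ATM-like activity read as KAP-1 phosphorylation via AlphaLISA donor/acceptor antibody pairs after lysis and 6 hr at 25C. Cells were ATM-null patient fibroblasts ([…], hTERT), dosed 60 min, then exposed to the DSB inducer NCS for 30 min.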
MBNL1 CUG block: blocks human MBNL1 binding to CUG repeat RNA; TR-FRET MBNL1-His/biotin-(CUG)12 binding, 665/545 ratio; Potency, µM (titrated, usually from 57.5 µM), for inactives: at the highest dose activity change, negative = inhibition, actives largely listed as inhibitors; hit rate 0.036% among 280,000; active = well fitted inhibition curve with a large enough effect in the signal ratio, with a control signal flat, not every such curve was filed as active; inconclusive = small, poorly fitted or top-dose-only effect, or effect the other way, or a change in a side signal; inactive = no such curve, though single readings can be large or run the other way; the % refers to the signal ratio; note: potency is the fitted concentration of half-maximal effect; % is set by controls: 0 for no effect and ±100 for the full control effect
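TR-FRET between His-tagged MBNL1 and biotin-(CUG)12 RNA, detected with Tb anti-His antibody (0.055 ng/ul) and streptavidin-XL665 (5 nM), 60 min at room temperature. Compounds titrated 92 nM to 58 uM; 665/545 nm ratio normalized to buffer and complex controls.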
Active calls of the source: *; ? = inconclusive; nt = not tested or not shown; [ ] = dose if it differs, or a comment. Unless noted, calls come from the whole dose curve; as a rule, active = well fitted curve in the direction sought with a large enough effect; inconclusive = small, poorly fitted or top-dose-only effect, or another doubt; inactive = no such curve, though single readings can be large; an effect the other way counts as inactive or inconclusive.

SMILES	Coupling enz	S-ASM inh	Integrin act MD	KCNH2 3.1 inh	hERG WT inh	TRPV1 agonist	GALK inh	CXXC DNA block	AT treatment	MBNL1 CUG block
COc1cc(S(=O)(=O)N2CCOCC2)ccc1NC(=O)c1cc2c(s1)CCC2	-6	-2%	0%	-4	3	7	4%	-1%	0%	7%
NS(=O)(=O)c1ccc(NC(=S)Nc2ccc(Br)c(Cl)c2)cc1	-2	-5%	-18%	-6	9	2	2%	3%	4%	-10%
Cn1nnc(NC(=O)c2ccco2)n1	0	1%	-7%	17	-8	-2	0%	-1%	5%	1%
Cc1nnc(SCC(=O)Nc2ccccc2)c2ccccc12	2	4%	-4%	-8	-8	-1	-1%	-19%	11%	8%
COc1ccc(-n2nc3c(c2NC(=O)c2ccc(N4C(=O)CCC4=O)cc2)CSC3)cc1	4	-2%	-18%	3	0	-1	-1%	6%	-3%	nt
CN(C(=O)CCN1C(=O)c2ccccc2C1=O)C1CCCCC1	1	0%	19%	-14	-17	1	1%	-2%	1%	5%
CCOCc1nnc(NC(=O)c2cccc(OC)c2)s1	-2	3%	-17%	-26	-1	3	1%	-1%	3%	-11%
Cc1nc(-n2nnc(CO)c2CO)nc2c1CCC2	1	10%	18%	-12	0	-3	7%	3%	-6%	-1%
CC(C)(C)N(NC(=O)OCc1ccccc1)C(=O)c1ccccc1Cl	1	0%	-28%	-3	-18	13	1%	0%	1%	-3%
CS(=O)(=O)c1ccccc1C(=O)N(CCc1ccccc1)Cc1ccccc1	nt	4%	0%	0	-7	7	3%	8%	13%	-4%
O=C(NCc1ccccc1)C(Cc1ccccc1)N1C(=O)C2C3CCC(C3)C2C1=O (configuration not stated)	2	0%	-6%	-2	2	2	-2%	-5%	9%	-3%
Cc1cc(Br)c(NC(=O)COn2nnc3ccc(S(C)(=O)=O)cc32)c(Br)c1	1	-3%	-7%	-15	5	-1	2%	-5%	2%	5%
CO/N=C/C(=N\Nc1cc(OC)cc(OC)c1)C(=O)c1ccccc1	0	-19%	-21%	-8	4	-1	4%	5%	9%	5%
CCc1nnc(N/N=C/c2cc(C)c(C)cc2C)n1N	0	-2%	-3%	-11	-6	1	-1%	0%	3%	12%
COc1cc(OC)cc(C(=O)N2CCC(C(=O)NCCc3ccccc3)CC2)c1	-7	3%	-27%	-1	-5	1	4%	-8%	-1%	-5%
O=[N+]([O-])c1ccc(Oc2ccc(-c3nnco3)cc2)c(Cl)c1	-1	-2%	7%	1	-2	9	0%	16%	4%	?
CC(=O)c1ccc(S(=O)(=O)NCCCC(=O)NCCc2ccccn2)cc1	2	-1%	3%	26	-3	-2	5%	-6%	3%	2%
O=C(CN1CCN(Cc2ccc3c(c2)OCO3)CC1)Nc1ccc(N2CCOCC2)cc1	-2	2%	-21%	23	5	-4	-1%	10%	1%	-9%
CCN(CC)C(=O)c1[nH]cnc1C(=O)N[C@@H](CC(C)C)C(=O)OCc1ccccc1	-1	-2%	12%	-3	-1	?	0%	?	-8%	-2%
CCOc1ccc(OCC(=O)Nc2ccc(N3CCCCC3)cc2)cc1	nt	-1%	0%	17	2	4	-6%	2%	12%	1%

An excerpt from above in order of count of non-hydrogen atoms, low to high:
SMILES	Coupling enz	S-ASM inh	Integrin act MD	KCNH2 3.1 inh	hERG WT inh	TRPV1 agonist	GALK inh	CXXC DNA block	AT treatment	MBNL1 CUG block
Cc1nnc(SCC(=O)Nc2ccccc2)c2ccccc12	2	4%	-4%	-8	-8	-1	-1%	-19%	11%	8%
CN(C(=O)CCN1C(=O)c2ccccc2C1=O)C1CCCCC1	1	0%	19%	-14	-17	1	1%	-2%	1%	5%
CC(C)(C)N(NC(=O)OCc1ccccc1)C(=O)c1ccccc1Cl	1	0%	-28%	-3	-18	13	1%	0%	1%	-3%
CC(=O)c1ccc(S(=O)(=O)NCCCC(=O)NCCc2ccccn2)cc1	2	-1%	3%	26	-3	-2	5%	-6%	3%	2%
COc1cc(S(=O)(=O)N2CCOCC2)ccc1NC(=O)c1cc2c(s1)CCC2	-6	-2%	0%	-4	3	7	4%	-1%	0%	7%
COc1cc(OC)cc(C(=O)N2CCC(C(=O)NCCc3ccccc3)CC2)c1	-7	3%	-27%	-1	-5	1	4%	-8%	-1%	-5%
CCN(CC)C(=O)c1[nH]cnc1C(=O)N[C@@H](CC(C)C)C(=O)OCc1ccccc1	-1	-2%	12%	-3	-1	?	0%	?	-8%	-2%
COc1ccc(-n2nc3c(c2NC(=O)c2ccc(N4C(=O)CCC4=O)cc2)CSC3)cc1	4	-2%	-18%	3	0	-1	-1%	6%	-3%	nt

Continued.
SMILES	Coupling enz	S-ASM inh	Integrin act MD	KCNH2 3.1 inh	hERG WT inh	TRPV1 agonist	GALK inh	CXXC DNA block	AT treatment	MBNL1 CUG block
CC(=O)CSc1nnc(-c2cnccn2)n1-c1ccccc1	0	5%	-7%	5	-20	3	1%	4%	1%	6%
CCOC(=O)C1CN(S(=O)(=O)c2ccc(OC)cc2)c2cc(Cl)ccc2O1 (configuration not stated)	1	-5%	-27%	-5	7	2	3%	0%	7%	-7%
C=CCn1c2ccccc2n2nc(C)c(=O)nc12	2	0%	2%	2	6	-1	-2%	-2%	3%	0%
O=C(NNc1cc(Cl)cc(Cl)c1)c1cccs1	0	-4%	-8%	13	-2	nt	-1%	-4%	-4%	nt
COc1ccccc1N(O)C1CC(=O)N(c2ccc(Br)cc2)C1=O (configuration not stated)	-4	-5%	-1%	-6	-11	-1	-1%	-25%	1%	7%
N#CCCCSc1nnc(-c2ccc(Cl)cc2)n1-c1ccccc1	5	-3%	-6%	2	nt	21	4%	-5%	0%	3%
COc1ccccc1N1CC(C)C(=O)NC1=S (configuration not stated)	0	0%	28%	-10	3	-6	3%	2%	-2%	nt
CCOc1ccccc1OCC(=O)NC1CCCCC1	1	3%	-3%	0	-2	0	0%	7%	4%	-1%
Cc1ccc(C)c(S(=O)(=O)NC(C)C(=O)NCc2ccccn2)c1 (configuration not stated)	nt	6%	1%	3	19	-6	-9%	43%[activator]	38%	-6%
CN(CC(=O)Nc1ccccc1C(=O)NC1CC1)Cc1ccco1	nt	1%	27%	24	11	-2	nt	nt	3%	nt
Cc1ccc(N2CC(C(=O)N3CCCCCC3)CC2=O)cc1 (configuration not stated)	nt	2%	-2%	8	-2	0	3%	12%	-2%	-4%
CN(CC(=O)Nc1cc(S(=O)(=O)N2CCCCCC2)ccc1Cl)Cc1ccc2c(c1)OCO2	nt	7%	-24%	?	-5	3	nt	nt	-2%	nt
CN(C)C(=O)c1ccc(NC(=O)COC(=O)C2=COCCO2)cc1	nt	4%	20%	2	-6	-4	nt	nt	-2%	nt
CN(CC(=O)Nc1cccc(F)c1)C(=O)CCc1nc2ccccc2c(=O)[nH]1	nt	-2%	0%	-13	-3	0	nt	nt	-4%	nt
O=C(CN(CCc1ccccc1)C(=O)c1csnn1)NC1CCCC1	2	6%	?	4	-5	4	0%	4%	3%	1%
Cc1ccc(NC(=S)NCc2ccc3c(c2)OCO3)cc1C	0	-1%	-12%	8	-17	4	1%	-5%	-2%	nt
Cn1c(C=O)c(C#Cc2ccccc2)c2ccccc21	nt	397%	-52%[inhibitor]	-1	-3	4	nt	nt	?	nt
Cc1nc(Nc2ccccc2)sc1C(=O)c1ccc(F)cc1	4	-1%	-3%	-10	-1	2	0%	-15%	70%	?
Cc1ccccc1CSCC(=O)NCCSc1ccccn1	2	4%	-7%	-12	15	25	3%	11%	3%	-7%
Clc1nnc(N/N=C/c2ccccc2)c2ccccc12	1	-13%	2%	-23	3	-1	4%	7%	nt	-1%
Cc1ccc(CNC(=O)c2ccc(N3CCC4(CC3)CC(c3ccccc3)=NO4)c([N+](=O)[O-])c2)cc1	1	-1%	-1%	-5	-4	1	nt	5%	-2%	-2%
CC(C)COc1ccc(S(=O)(=O)n2cc(F)c(=O)[nH]c2=O)cc1	18	6%	-21%	-3	-2	2	0%	-1%	1%[11.5 µM]	-22%
CC(=O)NC1C(Oc2ccccc2C)OC(CO)C(O)C1O (configuration not stated)	0	2%	?	-3	-7	-5	-3%	-5%	-5%	-1%
C=C(C)CC1N(c2cccc(OC)c2)C(=O)[C@@H]2C(C(=O)O)[C@H]3C=C[C@@]12O3 (some centres not stated)	6	1%	0%	-6	4	-2	8%	-8%	6%	-4%
C=CCNC(=S)NNC(=O)c1cc(C)nc2ccccc12	1	2%	8%	6	4	1	2%	13%	-9%	0%
